# Screens: PubChem, several laboratories
# BB579 growth dn: growth inhibitors of yeast BB579 in restrictive medium, primary screen, yeast lifespan-shortening project, S. cerevisiae | OD615, 48 h | inhibition, % at 10 µM | 140,000 compounds, 0.51% hits | AID 804, 2007;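 active = inhibition above a set limit, 3 SD over the mean compound inhibition, cut at about 44% in these data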; note: inactives centre near -24
#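 Assay system – yeast BB579 (DeaD) · Dosing – single compound dose of 10 µM, 0.25% DMSO final · Detection – OD615 turbidity measurement · Buffer or medium – CSMM-D restrictive synthetic medium containing dextrose (glucose) · Benchmarks – positive control amphotericin B 10 µg/mL · Incubation – 48 h exposure, 30 °C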
# HCT116 bCat-KO: primary screen for growth suppressors in beta-catenin knockout HCT116 cells (colon tumor, human); 140,000 compounds, 1.5% hits; HCT116 beta-catenin knockout viability, CellTiter-Glo, 60 h; active compounds read low; viability, % at 10 µM;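 active = viability at or under a set limit, the compound median less 4 SD, cut at about 6% in these data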;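 note: 0% = Hyamine 1622 control at 20 µM and 100% = untreated cell control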
# NPY Y2 blocker: NPY-Y2 receptor antagonists, primary screen, cell-based. Neuropeptide Y receptor type 2 (Homo sapiens), P49146. NPY-Y2 expressing cells, antagonist mode. inhibition, % at 2.7 µM. 140,000 compounds, 0.99% hits. AID 793, 2007; in the data active = inhibition above about 17%;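 note: 0% = vehicle with agonist challenge and 100% = reference antagonist with challenge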
# Target sequence (P49146 whole entry, looked up): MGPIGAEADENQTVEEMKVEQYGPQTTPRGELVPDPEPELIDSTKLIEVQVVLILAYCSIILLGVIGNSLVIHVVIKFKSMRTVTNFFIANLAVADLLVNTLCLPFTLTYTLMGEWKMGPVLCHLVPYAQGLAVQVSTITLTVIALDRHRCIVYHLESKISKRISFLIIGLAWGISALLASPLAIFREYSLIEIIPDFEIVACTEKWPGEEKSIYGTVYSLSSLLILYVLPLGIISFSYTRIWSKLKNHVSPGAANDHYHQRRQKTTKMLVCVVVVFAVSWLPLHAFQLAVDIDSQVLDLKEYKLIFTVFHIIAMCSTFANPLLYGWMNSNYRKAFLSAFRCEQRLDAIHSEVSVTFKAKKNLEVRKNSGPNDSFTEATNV
# MRP-1 activ: H69AR viability gain despite doxorubicin, primary screen, MRP-1 activator project, H69AR cells, CellTiter-Glo; viability rescue; viability increase, % at 10 µM; 140,000 compounds, 0.61% hits;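 active = viability gain under doxorubicin at or above a set limit, the compound median plus 3 SD, cut at about 4.7% in these data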;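 note: MRP-1 overexpressing cells given doxorubicin 25 µM after compound pretreatment; 18-22 h compound pretreatment then 72 h with doxorubicin before readout; 0% = doxorubicin-only wells and 100% = vehicle-treated cells without doxorubicin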
# Measles CPE: compounds protecting cells from measles virus cytopathic effect, primary screen, measles RdRp inhibitor project, single point, MLSMR library, absorbance; Measles virus-infected cells, CPE protection; protection (pct of control), % at 4 µM; 140,000 compounds, 1.5% hits; in the data active = protection mostly above about 24%, no sharp cut-off; inactive = mostly below about 26%; note: some compounds called inactive have numbers as strong as hits
# Yeast life ext: compounds extending yeast replicative lifespan, primary screen, S. cerevisiae, OD615; S. cerevisiae growth with nicotinamide; deaD strain in restrictive glucose medium; inhibition of the nicotinamide effect, % at 10 µM; 130,000 compounds, 0.68% hits; AID 775, 2007;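 active = inhibition above a set limit, placed 3 SD over the median of all compounds, cut at about 26% in these data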;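 note: 0% = nicotinamide-treated wells and 100% = cells grown without nicotinamide; some compounds called inactive have numbers as strong as hits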
#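 Test system: DeaD-strain S. cerevisiae / Buffer or medium: restrictive glucose medium / Also added: nicotinamide 1.5 mM / Doses: one concentration, 10 µM, DMSO 0.25% / Schedule: 48 h at 30 °C / Signal: OD615 measurement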
# PTEN del growth: growth suppression of PTEN-null HCT116, primary screen, cell-based, CellTiter-Glo; HCT116 PTEN-null viability, 60 h; active compounds read low; viability, % at 10 µM; 140,000 compounds, 1.2% hits; AID 827, 2007;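 active = viability at or below a set limit, 4 SD under the median of all tested compounds, cut at about 3.7% in these data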;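 note: PTEN knockout HCT116 line with beta catenin targeted HCT116 as companion control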
# E-sel TNF inh: E-selectin induction blockers in HUVEC – imaging, immunofluorescence, high content, primary screen; HUVEC TNFa-induced E-selectin immunofluorescence; inhibition, % at 2 µM; 120,000 compounds, 0.71% hits; AID 1246, 2008;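 active = inhibition above the batch mean plus 3 SD, and confirmed as a hit on visual image review, cut at about 43% in these data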;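 note: 0% = TNF-stimulated DMSO wells and 100% = unstimulated control wells; not every result past the cut was called active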
# Phagocyt inh: inhibitors of macrophage phagocytosis, primary screen, imaging, J774A.1 cells, IgG beads. 110,000 compounds, 0.07% hits. inhibition, % at 5 µM. AID 1029, 2008. J774A.1 macrophage IgG-bead phagocytosis;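 active = inhibition above the mean of the plate negative controls plus 5 SD, cut at about 13% in these data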;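 note: phagocytic index as fraction of beads internalized from green versus red external bead signal; plate controls were DMSO negative control for no effect and cytochalasin-D positive control for full effect; some results beyond the cut were filed as inactive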
# GALR2 antag: GALR2 antagonists in receptor-expressing cells, primary screen; Galanin receptor type 2 (Homo sapiens), O43603; AID 828, 2007; inhibition, % at 4 µM; antagonist mode; 140,000 compounds, 0.39% hits; in the data active = inhibition above about 27%;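 note: cells stimulated with galanin 1-16 at roughly its EC80; 0% = agonist challenge control and 100% = basal control without agonist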
# Target sequence (O43603 whole entry, looked up): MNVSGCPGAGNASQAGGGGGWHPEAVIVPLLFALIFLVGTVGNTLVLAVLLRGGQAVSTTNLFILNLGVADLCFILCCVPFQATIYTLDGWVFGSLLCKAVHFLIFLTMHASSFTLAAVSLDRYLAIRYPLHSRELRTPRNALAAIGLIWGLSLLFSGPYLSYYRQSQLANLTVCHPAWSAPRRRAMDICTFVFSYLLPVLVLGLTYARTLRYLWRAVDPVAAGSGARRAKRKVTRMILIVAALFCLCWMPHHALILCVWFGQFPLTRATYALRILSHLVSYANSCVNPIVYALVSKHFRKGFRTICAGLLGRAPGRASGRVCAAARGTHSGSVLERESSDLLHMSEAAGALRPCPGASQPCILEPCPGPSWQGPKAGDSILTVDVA
# Active calls of the source: *; nt = not tested or not shown.
# Results follow in this order: BB579 growth dn	HCT116 bCat-KO	NPY Y2 blocker	MRP-1 activ	Measles CPE	Yeast life ext	PTEN del growth	E-sel TNF inh	Phagocyt inh	GALR2 antag
- Cc1cccc(C)c1OCC(=O)N/N=C/c1cccn1C
    -17	90	3	1.4	12	nt	94	14	nt	1
- CCCOc1ccc(C(=O)Nc2nc(C)c(Cc3ccc4c(c3)OCO4)s2)cc1
    -22	57	3	-2.4	18	2	42	37	nt	10
- COC(=O)c1c(C(=O)OC)c(-c2ccc(C)cc2)n2c1CCC2
    16	100	8	-2.6	4	-7	99	17	-1	6
- C=C(C)CNC(=S)NNC(=O)c1cc(C)oc1C
    -9	95	1	-0.5	2	2	95	3	-3	-9
- COc1ccc(Cn2nnnc2C(c2cccs2)N2CCOCC2)cc1 (centres undefined)
    -2	96	4	-1.9	11	2	87	31	4	2
- O=C(NCC1CCCO1)C1CCC(=O)N1Cc1ccc(F)cc1 (centres undefined)
    4	94	-1	-0.5	32	-11	97	3	nt	-8
- C=CC[N+](C)(C)C/C(Cl)=C(\Cl)c1ccccc1
    -56	92	0	-0.6	5	-2	92	11	0	-12
- CCOC(=O)Cn1nnc(-c2ccc(OCC(C)C)cc2)n1
    -6	99	2	-1.2	6	-8	102	-2	-1	-10
- CCNc1nc(NCC)nc(SCCOc2ccc(C)cc2)n1
    10	61	4	0.2	5	-8	69	1	0	-9
- O=C(CN1C(=O)CC(c2ccccc2)=Nc2ccccc21)NC1CCCCC1
    -21	94	2	-3.2	4	-3	93	-4	0	3
- COc1cc(CC(=O)NCCc2ccc(S(N)(=O)=O)cc2)cc(OC)c1OC
    -30	100	1	-0.1	15	-3	99	-8	-1	4
- COc1ccc(C2=Nn3c(nnc3-c3cccnc3)SC2)cc1
    -22	89	4	-1.2	4	-15	83	2	nt	0
- Cc1ccc(S(=O)(=O)Nc2ccccc2C(=O)Nc2sccc2C(=O)NN(C)C)cc1
    -17	82	0	-2.9	7	-1	93	-12	nt	5
- Cc1ccc(C)c(NC(=O)C(=O)NCc2ccccn2)c1
    -37	100	2	-0.7	19	-5	95	4	-6	-18
- C=CCn1c(SCC(=O)O)nnc1-c1ccc(C(C)(C)C)cc1
    -46	90	2	-0.4	8	-6	97	nt	0	-9
- C=CCn1c(NCCO)nc2sc3c(c2c1=O)CCC3
    -9	95	2	-2.8	4	-4	100	10	-1	-1
- O=C1C2C3C=CC(C3)C2C(=O)N1CCCO (centres undefined)
    -42	94	-1	-1.4	1	1	98	-6	nt	-9
- O=Cc1cn(-c2ccc(F)cc2)c2ccccc12
    -26	94	4	-2.6	34	-2	94	nt	-5	2
- CCOC(=O)c1c(C)c(C(=O)NCC2CCCO2)c(C)n1C (centres undefined)
    1	99	-1	-0.9	9	-12	105	-20	-1	-13
- CCCCN=C(Nc1ccc(Cl)cc1)c1cccnc1
    -57	78	3	-0.6	16	0	80	-1	0	14
- Cc1noc(C)c1CSc1nnc(-c2ccccc2)n1N
    -10	93	0	-2.3	4	-10	83	6	-1	-11
- COC(=O)COc1cccc(NC(=O)c2ccccc2)c1
    -33	101	1	1.0	0	-10	94	-23	0	6
- COc1ccc(OC)c(C(C)NC(=O)c2ccc(Br)cc2)c1 (centres undefined)
    -23	103	6	-0.9	2	5	94	-18	-3	4
- CCOC(=O)c1ccc(N2C(=O)CC(N3CC(C)OC(C)C3)C2=O)cc1 (centres undefined)
    -45	100	2	0.2	4	-3	108	-9	0	-8
- COc1ccc(/C=N/NC(=O)C2(O)c3ccccc3-c3ccccc32)cc1
    -16	89	1	2.5	21	0	100	nt	-3	3
- Cc1ccc(S(=O)(=O)N2CCN(C(=O)CN3CCCCC3)C2)cc1
    -43	90	-1	-1.3	15	-1	106	14	1	-3
- COC(=O)/C=C1/N/C(=N\c2nc(C)cc(C)n2)N(c2cccc(C)c2)C1=O
    -8	68	1	-4.6	20	-6	73	8	nt	-2
- CCOCc1cn(CC(=O)c2ccc(Cl)cc2)c(C)nc1=N
    19	101	3	-1.2	2	0	94	30	0	8
- Cc1cccc(NC(=O)C2CCCN(C(=O)NC3CCCCC3)C2)c1C (centres undefined)
    -36	93	3	-1.9	8	-17	99	1	0	-2
- CCOc1ccc(C(=O)Nc2ccc(NC(=O)c3ccco3)c(Cl)c2)cc1Cl
    -48	15	1	-5.9	6	-7	13	-3	0	-11

# Three compounds already listed, arranged by SMILES length, high to low.
# Results follow in this order: BB579 growth dn	HCT116 bCat-KO	NPY Y2 blocker	MRP-1 activ	Measles CPE	Yeast life ext	PTEN del growth	E-sel TNF inh	Phagocyt inh	GALR2 antag
- C=CCn1c(SCC(=O)O)nnc1-c1ccc(C(C)(C)C)cc1
    -46	90	2	-0.4	8	-6	97	nt	0	-9
- O=C(NCC1CCCO1)C1CCC(=O)N1Cc1ccc(F)cc1 (centres undefined)
    4	94	-1	-0.5	32	-11	97	3	nt	-8
- CCOC(=O)Cn1nnc(-c2ccc(OCC(C)C)cc2)n1
    -6	99	2	-1.2	6	-8	102	-2	-1	-10

# Taken from above.
# `COc1cc(CC(=O)NCCc2ccc(S(N)(=O)=O)cc2)cc(OC)c1OC` | E-sel TNF inh: -8
# `O=Cc1cn(-c2ccc(F)cc2)c2ccccc12` | Phagocyt inh: -5
# `CCCOc1ccc(C(=O)Nc2nc(C)c(Cc3ccc4c(c3)OCO4)s2)cc1` | Measles CPE: 18

# Four records picked at random from those above, as already listed:
# Results follow in this order: BB579 growth dn	HCT116 bCat-KO	NPY Y2 blocker	MRP-1 activ	Measles CPE	Yeast life ext	PTEN del growth	E-sel TNF inh	Phagocyt inh	GALR2 antag
- CCNc1nc(NCC)nc(SCCOc2ccc(C)cc2)n1
    10	61	4	0.2	5	-8	69	1	0	-9
- COc1ccc(/C=N/NC(=O)C2(O)c3ccccc3-c3ccccc32)cc1
    -16	89	1	2.5	21	0	100	nt	-3	3
- COC(=O)COc1cccc(NC(=O)c2ccccc2)c1
    -33	101	1	1.0	0	-10	94	-23	0	6
- C=CCn1c(NCCO)nc2sc3c(c2c1=O)CCC3
    -9	95	2	-2.8	4	-4	100	10	-1	-1

# The listing continues:
# Results follow in this order: BB579 growth dn	HCT116 bCat-KO	NPY Y2 blocker	MRP-1 activ	Measles CPE	Yeast life ext	PTEN del growth	E-sel TNF inh	Phagocyt inh	GALR2 antag
- Cc1ccc(N2C(=O)C3C4C=CC(CNC(=S)Nc5ccc(Cl)cc5)(O4)C3C2=O)cc1 (centres undefined)
    -32	76	-4	-3.1	7	-3	93	6	nt	-2
- COCCn1c(SCc2ccc(C(=O)OC)o2)nc2cc(Cl)ccc2c1=O
    -19	47	4	1.2	2	-8	48	nt	-1	-3
- COC(=O)C1=C(NC(=O)COc2ccc3ccccc3c2)CCS1
    -13	105	7	-0.3	5	-3	90	17	0	5
- Cc1ccc(C(=O)NNS(=O)(=O)c2ccccc2[N+](=O)[O-])cc1
    -17	78	2	-1.4	15	nt	103	-25	nt	9
- Cc1ccc(-c2nn3c(C)nnc3c3ccccc23)cc1S(=O)(=O)N(C)CCO
    -25	58	2	-4.5	13	-3	46	-20	0	-9
- CC12C(=O)N(Cc3ccccc3)C(=O)C1C1C=CC2C1 (centres undefined)
    -27	94	2	-1.8	12	-5	100	nt	0	7
- COc1ccc(S(=O)(=O)Nc2nc3ccccc3s2)cc1OC
    -52	74	6	-1.2	6	3	69	-13	nt	2
- Cc1ccc(S(=O)(=O)N2CCC(=O)N(CCOC(=O)Nc3cc(C)cc(C)c3)CC2)cc1
    -38	87	0	-3.3	5	1	76	nt	nt	3
- C=CCn1cc(C(=O)NCc2ccc(Cl)cc2)c(=O)c2cc(S(=O)(=O)N(CC)CC)ccc21
    -30	65	4	-3.2	2	2	60	-3	-3	4
- CCn1c(COc2ccc(=O)n(-c3ccccc3)n2)nnc1SCc1ccccc1
    1	91	2	-1.3	9	-14	82	nt	0	-5
- CCCCN(C(=O)Cn1nnc2ccccc21)C(C(=O)NCCOC)c1ccc(OC)cc1 (centres undefined)
    -21	93	4	-1.7	14	-3	96	7	1	-5
- Cn1c(N)c(C(=O)COC(=O)c2cc(-c3ccccc3)nc3ccccc23)c(=O)n(Cc2ccccc2)c1=O
    -34	90	-3	2.5	12	30*	89	48	nt	-3
- CC(C)(O)C#Cc1ccc(C(=O)N2CCCC2C(=O)O)s1 (centres undefined)
    -24	84	-1	-0.7	22	-5	93	8	0	23
- O=C(Nc1ccccc1)N1CCCCC1c1cccnc1 (centres undefined)
    -8	97	-2	-2.3	7	2	94	-13	0	-8
- COc1ccc(-n2c(C)cc(/C=C3\SC(=S)N(Cc4ccco4)C3=O)c2C)cc1
    -35	81	2	-2.6	10	4	83	nt	-7	-7
- O=C(CSc1ccc2c(c1)OCCO2)NCCN1C(=O)CSC1=O
    -12	88	3	-2.2	4	-13	98	-6	nt	2
- O=C(NC1CCCCC1)C(c1cccnc1)N(CCc1ccccc1)C(=O)Cc1cccs1 (centres undefined)
    -11	88	22*	-2.4	20	-2	82	nt	0	-9
- O=C(CSCc1cccc(Cl)c1)N1CCN(Cc2ccc3c(c2)OCO3)CC1
    -41	99	8	-0.7	25	-3	101	10	nt	-2
- c1ccc(-c2nc(NCC3CCCO3)c3ccccc3n2)nc1 (centres undefined)
    -1	6.0*	3	-2.6	39	-7	6	nt	3	-11
- COc1cc(-c2[nH]nc3c2C(c2ccco2)C(C#N)=C(N)O3)cc(OC)c1OC (centres undefined)
    4	63	7	-1.9	9	-1	75	nt	-6	14
- O=C(CCn1nc(-c2ccccc2)c2ccccc2c1=O)N1CCN(c2ccccc2)CC1
    -4	82	5	-2.0	4	-18	84	-3	0	1
- COc1cccc(NC(=O)c2ccccc2NS(C)(=O)=O)c1
    -23	90	-1	-0.7	19	-9	100	-34	-2	0
- Cc1ccc(-c2csc3ncn(CC(=O)N4CCOCC4)c(=O)c23)cc1
    -34	90	1	-1.0	20	-7	96	-6	-2	5
- CC1(C)CC(=O)C2=C(C1)NCN(Cc1ccccc1)C2
    -54	96	3	-0.4	8	2	116	-27	0	-15
- COc1cc2c3c(c1OC)C1(C=CC(=NO)C=C1)CC3N(C(C)=O)CC2 (centres undefined)
    -32	83	4	-2.1	10	1	97	-65	-1	0
